Screening results (PubChem BioAssay)
S-ASM inh: human S-ASM enzyme inhibition; placental ASM, HMU-PC fluorogenic substrate, 60 min; Potency, µM (titrated, usually from 57.5 µM), for inactives: at the highest dose activity change, negative = inhibition, most hits filed as inhibitors; 0.006% of 340,000 active; note: potency is the fitted concentration of half-maximal effect
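qHTS format. ASM enzyme prepared from human placenta hydrolyses the fluorogenic substrate HMU-PC0 (9 uM final) over 60 min at 37 °C after a 10 min compound preincubation.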
Chronic BCR inh: chronic active BCR signaling inhibition | Potency, µM (titrated, usually from 46.1 µM), without a hit: top-dose ratio change, negative = lower green/red ratio, most hits filed as inhibitors | ABC-DLBCL IkBa-CBG/CBR reporter, luminescence ratio, 4 h | 0.05% of 340,000 active; active = well fitted inhibition curve with a large enough effect in the signal ratio, with a control signal flat, not every such curve was filed as active; inconclusive = small, poorly fitted or top-dose-only effect, or effect the other way, or a change in a side signal; the % refers to the signal ratio;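 note: potency is the fitted concentration of half-maximal effect; plate controls were basal doxycycline-induced cells for no effect and cells given 10 µM MG132 for full effect; MG132 reads +100%, hits lower the ratio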
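Compounds up to 46 uM were incubated four hours with TMD8 cells whose green CBG68 luciferase is fused to IkappaBalpha; red CBR luminescence normalised the signal, and concentration-effect curves were fitted to fusion, red and ratio data.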
GALK inh: blocks human galactokinase activity. Purified GALK, Kinase-Glo residual ATP luminescence. Potency, µM (doses to about 57.5 µM), inactives show top-dose activity change, negative = inhibition, hits mostly inhibitors. 0.007% of 270,000 active. AID 1868; note: potency is the fitted concentration of half-maximal effect; % is set by controls: 0 for no effect and ±100 for the full control effect
Target sequence (P51570 whole entry, looked up): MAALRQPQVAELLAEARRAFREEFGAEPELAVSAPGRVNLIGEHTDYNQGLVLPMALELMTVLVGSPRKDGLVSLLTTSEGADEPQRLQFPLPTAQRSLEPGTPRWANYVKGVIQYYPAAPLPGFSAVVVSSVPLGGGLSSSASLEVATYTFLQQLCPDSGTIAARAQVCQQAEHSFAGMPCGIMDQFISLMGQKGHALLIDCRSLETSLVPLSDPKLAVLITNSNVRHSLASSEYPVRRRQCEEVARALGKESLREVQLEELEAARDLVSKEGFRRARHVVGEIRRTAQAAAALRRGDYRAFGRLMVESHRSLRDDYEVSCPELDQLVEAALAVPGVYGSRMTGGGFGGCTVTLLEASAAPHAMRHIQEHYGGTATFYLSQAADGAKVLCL
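Luminescence from leftover ATP (Ultra-Glo luciferase/luciferin) served as read-out after a 1 h room-temperature reaction of 5 nM GALK with 35 uM ATP and 100 uM galactose.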
Tb PFK block: blocks T. brucei phosphofructokinase. T. brucei PFK, ADP-Glo luminescence. O15648. Potency, µM (series often up to 57.5 µM), inactives show top-dose activity, negative = inhibition, hits mostly inhibitors. 0.17% of 330,000 active;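 note: potency is the fitted concentration of half-maximal effect; 0% = uninhibited 1x PFK enzyme wells and -100% = no-enzyme wells; nearly all actives have a fitted effect of over 60% in size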
Target sequence (O15648 whole entry, looked up): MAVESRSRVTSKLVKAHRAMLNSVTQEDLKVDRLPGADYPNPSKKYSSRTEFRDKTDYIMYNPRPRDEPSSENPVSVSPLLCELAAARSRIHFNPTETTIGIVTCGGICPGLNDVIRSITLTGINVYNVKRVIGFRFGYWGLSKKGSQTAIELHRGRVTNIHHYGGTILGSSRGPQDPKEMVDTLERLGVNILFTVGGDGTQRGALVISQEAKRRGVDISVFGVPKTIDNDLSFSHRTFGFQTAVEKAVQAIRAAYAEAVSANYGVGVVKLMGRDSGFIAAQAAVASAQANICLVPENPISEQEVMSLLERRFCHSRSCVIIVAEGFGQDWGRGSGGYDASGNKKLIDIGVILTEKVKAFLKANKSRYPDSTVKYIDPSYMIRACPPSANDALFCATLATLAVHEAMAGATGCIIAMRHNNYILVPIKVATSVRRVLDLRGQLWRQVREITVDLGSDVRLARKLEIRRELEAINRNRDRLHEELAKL
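Activity is normalized to no-enzyme wells (full inhibition) and 1.25 nM enzyme wells (no inhibition). Reaction: 0.5 mM F6P, 0.1 mM ATP, 45 min RT, ADP-Glo luminescence; concentration-response curves fitted and classed by quality.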
Menin MLL FP TR: menin-MLL binding inhibition, Texas Red mutant peptide. O00255. Menin + Texas Red MLL mutant peptide, fluorescence polarization. Potency, µM (doses to about 61.6 µM), for inactives: at the highest dose FP activity change, negative = inhibition, actives largely listed as inhibitors. 0.23% of 270,000 active. AID 1768; active = well fitted inhibition curve with a large enough effect in the polarisation, with a control signal flat, not every such curve was filed as active; inconclusive = small, poorly fitted or top-dose-only effect, or effect the other way, or a change in a side signal; inactive = no such curve, though single readings can be large or run the other way; the % refers to the polarisation; note: potency is the fitted concentration of half-maximal effect; % of control where 0% means no effect; many of its hits are not listed in these tables
PKM2 act: increases activity of human pyruvate kinase M2 | P14618 | purified PKM2, Kinase-Glo ATP luminescence, activation; response scale: 0% is enzyme alone, no compound | Potency, µM (titrated, usually from 57.5 µM), inactives show at the top dose activation, most hits filed as activators | 0.34% of 260,000 active | AID 1631; note: potency is the fitted concentration of half-maximal effect; % is set by controls: 0 for no effect and ±100 for the full control effect; nearly all actives have a fitted effect of over 55% in size
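Purified hPK-M2 (>95% pure) converted ADP (0.1 mM final) to ATP with 0.5 mM PEP in 50 mM imidazole pH7.2, KCl, MgCl2, Tween 20, BSA; 1 h at room temperature. ATP detected by Kinase-Glo luminescence.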
FBPA coupling cs: counter-screen for Giardia aldolase inhibitors: coupling enzyme system | coupling enzyme system counterscreen, AmpLite Red fluorescence | activity change, negative = inhibition, % at 58.2 µM, hits read low | 0.67% of 290,000 active | AID 2472; in the data active = activity change below about -30%; note: % is set by controls: 0 for no effect and ±100 for the full control effect
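First, compound is pin-transferred into glyceraldehyde-3-phosphate coupling-enzyme reagent at 57.5 uM final and held 10 min at RT. Next, substrate, coupling system and AmpLite Red are added. After 20 min RT, fluorescence (525/598 nm) is read.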
PTAP TSG101 blk: blocks PTAP/TSG101 interaction to inhibit HIV-1 budding; Q99816; Fluorescence polarization, FITC-PTAP peptide / Tsg101 binding; 340,000 tested, under 10 active; Potency, µM (highest dose often 115 µM), without a hit: top-dose activity change, negative = inhibition, usual class: inhibitors; AID 493005; active = well fitted inhibition curve with a large enough effect in the main read-out, with a control signal flat, not every such curve was filed as active; inconclusive = small, poorly fitted or top-dose-only effect, or effect the other way, or a change in a side signal; inactive = no such curve, though single readings can be large or run the other way; note: potency is the fitted concentration of half-maximal effect; % of control where 0% means no effect
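Tsg101 binding domain (10 uM final) was mixed with compound and a FITC-labeled PTAP peptide (50 nM final) in HEPES pH 7.5 buffer with NaCl, Tween 20, EDTA and TCEP; fluorescence polarization was read after 20 min at r.t.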
a7 integrin act: activates integrin-mediated alleviation for muscular dystrophy; alpha7betagal myoblasts, beta-gal FDG fluorescence, 48 h; Potency, µM (titrated, usually from 38.3 µM), without a hit: at the highest dose activation, actives largely listed as activators; 0.064% of 350,000 active; AID 624291;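 note: potency is the fitted concentration of half-maximal effect; 100% = response of the positive control SU9516; nearly all actives have a fitted effect of over 60% in size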
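alpha7betagal+/- myoblasts (passage 13, 250/well) treated 48 h at 37C with compounds at 1:260 dilution of DMSO stock. Lysed, then beta-galactosidase activity read as FDG fluorescence (ex 480/em 540) after 30 min, with pre-read for autofluorescence.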
B2AR arrestin: agonists driving beta-arrestin recruitment to human beta2-adrenergic receptor; P07550; beta-arrestin recruitment to beta2AR, cell-based reporter; Potency, µM (titrated, usually from 46.1 µM), for inactives: top-dose activation, most hits filed as activators; 0.02% of 330,000 active; AID 492947;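 note: potency is the fitted concentration of half-maximal effect; 0% = DMSO controls and full agonism = EC100 isoproterenol or metaproterenol; nearly all actives have a fitted effect of over 65% in size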
Giardia killer: Giardia lamblia killing; Giardia lamblia trophozoite viability; activity change, % at 7.66 µM, hits read low; 0.15% of 340,000 active; in the data active = activity change below about -80%; inconclusive = between about -30% and that limit;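 note: parasites exposed to compound for two days anaerobically before the ATP read; % is set by controls: 0 for no effect and ±100 for the full control effect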
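Trophozoite viability was measured as ATP-dependent luminescence, read 15-30 min after reagent addition. Before that, parasites at 100 cells/well were exposed to compounds for 48 h, anaerobically, at 37 deg C.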
* hit, by the source's call; i = inactive; ? = inconclusive; . = no result given; [ ] = another dose, or the depositor's remark. Unless noted, calls come from the whole dose curve; as a rule, active = well fitted curve in the direction sought with a large enough effect; inconclusive = small, poorly fitted or top-dose-only effect, or another doubt; inactive = no such curve, though single readings can be large; an effect the other way counts as inactive or inconclusive. Not all compounds are listed; count on the stated rates, not on these rows.

SMILES	S-ASM inh	Chronic BCR inh	GALK inh	Tb PFK block	Menin MLL FP TR	PKM2 act	FBPA coupling cs	PTAP TSG101 blk	a7 integrin act	B2AR arrestin	Giardia killer
Cc1ccc2oc(C(=O)N3CCN(Cc4ncccc4C)CC3)c(C)c2c1	2%	0%	-8%	0%	.	-4%	.	.	8%	-0.2%	9
CC(C)NC(=O)CC(=O)N/N=C/c1ccccc1F	2%	?	2%	-2%	.	-3%	-1	-5%	-1%	-0.8%	5
C=CCN1CCN(C(=O)CSc2ccccc2)CC1	-2%	7%	-10%	3%	1%	-1%	2	-11%	5%	0.3%	-11
COCCNS(=O)(=O)c1ccc2c(c1)Cc1cc(S(=O)(=O)NCCOC)ccc1-2	0%	1%	-1%	0%	1%	26%	-2	-1%	5%	-1.1%	4
O=C(CSc1cn(CCNC(=O)c2ccc3ccccc3c2)c2ccccc12)NCc1ccco1	-23%	?	-1%	-3%	5%	?	-1	-1%	-6%	0.1%	14
CCC(C)(C)n1nnnc1C(c1ccc2ncccc2c1)N1CCCC(C)C1 (stereo not given)	0%	23%	-5%	-5%	0%	-1%	7	-5%	5%	-0.3%	11
COc1cccc(NC2=NCCCCC2)c1	-6%	2%	0%	-9%	-2%	.	0	-7%	13%	0.2%	-13
COC(=O)c1ccc(CSc2nc3ccccc3c(=O)n2-c2ccc(OC)c(OC)c2)o1	-13%	-7%	0%	5%	-3%	-2%	-1	-6%	26%	0.2%	-6
c1ccc(-c2csc3ncnc(-n4cnc5ccccc54)c23)cc1	-3%	?	-2%	-5%	-18%	-3%	13	-3%	11%	0.4%	-15
O=C(NCCCn1ccnc1)Nc1ccc(Cl)c(Cl)c1	-1%	?	-3%	?	24%	0%	-2	-5%	-12%	-0.2%	8
CCC(C)NC(=O)CNC(=S)N(Cc1ccc(F)cc1)C1CCCCC1 (stereo not given)	-2%	9%	-2%	3%	-17%	-3%	0	-1%	7%	0.1%	-3
O=c1[nH]c(C2CCN(S(=O)(=O)c3ccc(F)cc3)CC2)nc2c1nnn2Cc1ccc2c(c1)OCCO2	76%[activator]	12%	6%	-7%	.	.	.	5%	5%	-0.6%	-7
Cn1nnnc1-c1cc(Cl)cc(Cl)c1	2%	-4%	1%	-13%	11%	-4%	0	-1%	6%	0.1%	3
Cc1ccc2c(c1)N(CC(=O)NCCCN1CCCC1)C(=O)CO2	-1%	-3%	-1%	3%	-2%	-3%	5	-3%	9%	0.1%	10
C#CCOCCOCCOCCNc1nc(N2CCN(C(=O)Cn3cc(CCCCN)nn3)CC2)nc(N2CCN(C(=O)[C@H](C)n3cc(CCCN=C(N)N)nn3)CC2)n1	.	1%	.	-19%	-5%	-1%	0	.	.	-0.8%	.
CCOC(=O)c1c(C)[nH]c(C(=O)Nc2ccc(NC(C)=O)cc2)c1C	-8%	4%	-2%	-3%	9%	0%	-2	-3%	11%	0.0%	15
COc1ccc(C2=NS(=O)(=O)N(C)C(C(=O)NC3CCCCC3)=C2)cc1OC	-1%	5%	.	-1%	9%	-7%	0	0%	22%	-0.4%	8
Cc1ccc(N=C2NC(=O)CS2)cc1C	6%	?	-5%	1%	2%	-1%	1	-3%	27%	-0.1%	-29
COc1cc(C(=O)NC(=S)NC(C)C)cc(OC)c1OC	-1%	-3%	.	1%	-4%	-7%	1	1%	-9%	0.4%	-6
CCc1ccc([C@@H]2CC=C(C(=O)O)[C@H](c3ccc(F)cc3)N2S(=O)(=O)c2ccc(C)cc2)cc1	-23%	2%	.	0%	.	.	.	-5%	2%	-0.1%	?
O=C(Cc1cccs1)NCc1cccc(Cl)c1	-1%	5%	0%	-30%	3%	.	4	-3%	35%	-0.4%	15
Cc1ccc(C)c(OCC(=O)Nc2ccc(S(=O)(=O)N3CCN(C)CC3)cc2)c1	-1%	?	1%	1%	3%	3%	4	-5%	20%	-0.9%	-6
c1ccc(Cc2ccc(OCCn3cncn3)cc2)cc1	0%	2%	1%	?	25%	6%	4	-4%	-34%[inhibitor]	-0.1%	-10
CCOc1ccccc1C(=O)N1CCN(c2cccc(Cl)c2)CC1	-1%	?	-1%	-1%	-16%	0%	1	-2%	0%	0.2%	-7
Cc1ccc(-c2csc3ncnc(-n4nnc5ccccc54)c23)cc1	-1%	?	-1%	2%	-14%	5%	0	-2%	23%	0.3%	20

The results go on:
SMILES	S-ASM inh	Chronic BCR inh	GALK inh	Tb PFK block	Menin MLL FP TR	PKM2 act	FBPA coupling cs	PTAP TSG101 blk	a7 integrin act	B2AR arrestin	Giardia killer
COc1cc2c(cc1OC)-c1n[nH]c(=S)n1C(C)(C)C2	-1%	?	10%	-10%	-2%	-3%	2	-5%	20%	-0.1%	16
CCC(=O)Nc1ccc2c(c1)ncn2-c1ccc(C)cc1	-2%	3%	4%	2%	-1%	-1%	1	-2%	-1%	0.2%	0
CC(=O)c1cn(CC(=O)NCc2ccc3c(c2)OCO3)c2ccccc12	-1%	5%	-1%	-1%	-7%	-5%	1	-7%	-33%	0.0%	-13
COc1cccc(-n2c(Cc3cc(=O)[nH]c(=O)[nH]3)nnc2SCC(=O)N2CCCCCC2)c1	6%	0%	0%	-10%	0%[11.7 µM]	6%	-2	-1%	18%	-0.3%	0
CC(=O)Nc1ccc2cc3ccc(NC(C)=O)cc3nc2c1	i	22%	-1%	-8%	.	8%	-33*	?	-2%	0.0%	-11
Nc1nnnn1/N=C/c1cc([N+](=O)[O-])ccc1O	-2%	?	.	2%	.	-3%	4	1%	-5%	2.6%	2
O=C(CCC(=O)Nc1ccc(F)cc1)N/N=C/c1ccncc1	11%	1%	0%	-2%	3%	-1%	-1	0%	13%	0.1%	22
CCc1nnc(NC(=O)C2(C)COC(c3ccccc3)OC2)s1 (stereo not given)	2%	-2%	1%	-1%	-8%	6%	1	1%	22%	0.0%	2
CCN(CC)CCN(C(=O)c1ccc(S(=O)(=O)N2CCCC2)cc1)c1nc2cc(C)cc(C)c2s1	-7%	9%	-4%	4%	?	4%	-5	0%	?	-0.9%	9
Cc1ccc(NS(=O)(=O)c2cccc(C(=O)NCC3(N(C)C)CCCCC3)c2)cc1	1%	0%	15%	0%	-24%	-3%	1	-5%	-47%[inhibitor]	0.3%	-22
CCCNC(=O)Cn1c(=O)/c(=C\c2ccc(-c3cccc([N+](=O)[O-])c3)o2)s/c1=C\C(=O)C(C)(C)C	-17%	?	0%	0%	?	4%	-17	?	8%	0.1%	7
Cc1ccc(OCC(=O)N(Cc2ccco2)C2CCS(=O)(=O)C2)cc1 (stereo not given)	-1%	-15%	-7%	1%	0%	.	0	-8%	-4%	-0.4%	-7
CC(=O)Nc1ccc(S(=O)(=O)N2CCN(Cc3cccnc3)CC2)cc1	5%	?	-2%	-2%	.	0%	0	0%	-11%	0.3%	3
COC(=O)Nc1ccc(S(=O)(=O)N(C)CC(F)(F)C(F)F)cc1	1%	-4%	0%	-3%	-4%	-14%	0	-7%	-12%	-0.1%	10
CCC(C)(c1ccc(C(=O)OC)s1)c1ccc(C(=O)OC)s1	-13%	-2%	0%	1%	0%	-6%	-6	-1%	-10%	0.0%	12
Cc1ccn2cc(CNS(=O)(=O)c3ccc(Cl)s3)nc2c1	9%	1%	3%	4%	-17%[11.7 µM]	-2%	0	-2%	10%	-0.9%	10
O=C(Cc1csc(Nc2nc(=S)[nH]c3ccccc23)n1)NCc1ccccc1Cl	2%	-16%	-4%	-6%	.	-7%	2	8%	-4%[7.66 µM]	-0.3%	-7
O=C(CSc1ncccn1)Nc1cccc2ccccc12	4%	-24%	0%	-2%	6%	2%	3	-2%	42%	-0.6%	10
CCOCCOC(=O)c1ccc(NC(=O)c2cc(OC)c(OC)c(OC)c2Br)cc1	-3%	?	-1%	10%	-3%	11%	0	-4%	7%	-0.4%	27
CCOc1ccc(C(C)=O)cc1CN1C(=O)NC2(CCCCC2C)C1=O (stereo not given)	1%	-5%	11%	2%	-14%	0%	3	-7%	15%	0.1%	1
CC1CCCC(NC(=O)COC(=O)c2ccc(S(=O)(=O)N3CCOCC3)cc2)C1C (stereo not given)	-1%	2%	-1%	3%	-7%	27%	0	0%	-7%	0.2%	-2
CCC(C(=O)N1CCOCC1)n1c(C(=O)OC)cc2occc21 (stereo not given)	0%	-2%	-3%	4%	-5%	6%	-20	-3%	-6%	-1.1%	2
O=C(COC(=O)CCCOc1ccccc1)NNC(=O)c1ccc([N+](=O)[O-])cc1	-4%	3%	-5%	0%	.	-7%	.	-1%	-4%	0.0%	-3
